PPC-1+TRAIL kill: PPC-1 cancer cell killing with TRAIL present. AID 1443. 0.41% of 220,000 active. PPC-1 cells + TRAIL, ATPLite viability luminescence. cell killing (% activity), % at 4 µM;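 active means cell killing above 50% in the first pass at 4 µM, then a duplicate retest at 5 µM averaging 50% or more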;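 further: plate controls were cells with TRAIL plus DMSO for no effect and medium-only wells lacking cells for full effect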
Ba/F3 V617F tox: reduce viability of Ba/F3 cells dependent on JAK2V617F; Ba/F3 EpoR-JAK2V617F viability, ATP luminescence; inhibition, % at 5.6 µM; 1.1% of 220,000 active; AID 1446;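 active means inhibition above the campaign mean plus 3 SD over all tested compounds, cut at about 24% in these data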;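 further: cytokine-independent growth of Ba/F3 cells driven by EpoR plus mutant JAK2; 0% = DMSO-treated cells and 100% = JAK inhibitor I control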
TNF death inh: blocks TNF-alpha induced death of Jurkat FADD-/- cells | Jurkat FADD-/- TNF necroptosis rescue, ATP luminescence, 24 h; 0 = TNF only, 100 = no-TNF cells | activation (protection from cell death), % at 10 µM | 0.068% of 220,000 active | AID 463075;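 active means activation, meaning protection from cell death, of at least 50% relative to plate controls; inactive means activation below 50%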;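 further: necroptosis triggered by 40 ng/mL TNF-alpha added together with compound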
BaF3 parental: parental Ba/F3 viability inhibition as JAK2V617F counter-screen; CellTiter-Glo ATP luminescence; inhibition, % at 5.6 µM; 1.1% of 220,000 active;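 active means inhibition above a per-campaign cutoff, the mean inhibition of all tested compounds plus 3 SD, cut at about 27% in these data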;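 further: 0% = DMSO wells and 100% = JAK Inhibitor I control wells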
TRPN1 ag: activates the zebrafish TRPN1 channel; HEK293 zebrafish TRPN1-YFP, Fluo-8 calcium fluorescence; 100% = response to 87 µM carbachol; activation, % at 3 µM; 0.18% of 220,000 active;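 active means activation above its plate's cutoff, the mean activation of test wells on that plate plus 3 SD, cut at about 19% in these data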;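 further: 0% = DMSO alone and 100% = 87 µM carbachol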
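Control set: carbachol 87 µM as high control, DMSO as low control; system: HEK293 stable line with zebrafish TRPN1-YFP; read-out: % activation versus carbachol response; detection: intracellular calcium fluorescence with Fluo-8; doses: single test compound dose, 3 µM nominal, 0.3% DMSO; schedule: dye 1 h 37 °C plus 30 min RT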
Wee1 degr inh: inhibitors of human Wee1 degradation; P30291; HeLa Luc-Wee1K328M stability, luciferase luminescence; 100% = proteasome inhibitor MG132 effect; reporter increase, % at 5 µM; 1.2% of 220,000 active;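 active means activation above the mean of all tested compounds plus 3 SD, set per screening run, cut at about 8.8% in these data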;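 further: cells exposed to compound for 20 h before luminescence read; 0% = DMSO alone and 100% = MG132 at 30 µM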
Target sequence (P30291 whole entry K328M): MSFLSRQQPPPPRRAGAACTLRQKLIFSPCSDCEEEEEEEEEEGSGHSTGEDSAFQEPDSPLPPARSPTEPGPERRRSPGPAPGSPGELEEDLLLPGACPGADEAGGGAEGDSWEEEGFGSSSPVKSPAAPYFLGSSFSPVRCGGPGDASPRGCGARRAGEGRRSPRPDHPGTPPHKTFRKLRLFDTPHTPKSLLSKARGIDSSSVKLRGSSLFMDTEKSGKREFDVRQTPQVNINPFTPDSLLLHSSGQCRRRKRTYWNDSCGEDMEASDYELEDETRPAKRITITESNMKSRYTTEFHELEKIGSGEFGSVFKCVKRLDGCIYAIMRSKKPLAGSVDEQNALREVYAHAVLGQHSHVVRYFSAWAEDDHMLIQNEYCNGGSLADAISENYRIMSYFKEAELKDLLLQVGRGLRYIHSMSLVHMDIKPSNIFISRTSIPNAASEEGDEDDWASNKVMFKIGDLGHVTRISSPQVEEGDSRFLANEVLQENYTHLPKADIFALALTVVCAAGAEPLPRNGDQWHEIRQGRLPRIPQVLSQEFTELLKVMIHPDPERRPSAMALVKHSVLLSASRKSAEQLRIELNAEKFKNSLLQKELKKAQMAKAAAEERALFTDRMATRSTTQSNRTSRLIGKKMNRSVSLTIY
RBBP9 inhibitor: human RBBP9 hydrolase inhibition; O75884; 0.2% of 220,000 active; inhibition, % at 7.94 µM; recombinant RBBP9, FP-Rh probe fluorescence polarization;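 active means inhibition above the campaign mean of all tested compounds plus 3 SD, cut at about 14% in these data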;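 further: plate controls were DMSO wells with RBBP9 for no effect and wells lacking RBBP9 protein for full effect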
Target sequence (O75884 whole entry, looked up): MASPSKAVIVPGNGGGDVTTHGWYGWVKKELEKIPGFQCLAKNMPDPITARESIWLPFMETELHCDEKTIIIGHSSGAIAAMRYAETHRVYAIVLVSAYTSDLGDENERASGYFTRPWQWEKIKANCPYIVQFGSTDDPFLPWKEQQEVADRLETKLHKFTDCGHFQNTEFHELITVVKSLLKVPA
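Measured by – fluorescence polarization · Test system – RBBP9 protein · Input – 2.5 µM RBBP9 dispensing solution, before mixing · Measure – percent inhibition from mP, scaled between DMSO and no-protein wells · Benchmarks – DMSO-treated enzyme wells and wells lacking RBBP9 · Times – preincubation 30 min plus labeling 45 min at 25 °C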
CHOP inhibitor: blocks CHOP induction under ER stress; inhibition, % at 10 µM; AID 2732; CHO-K1 CHOP-promoter luciferase, tunicamycin-induced, 15-18 h; 3.8% of 220,000 active;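 active means compounds that reduced the stress-induced luciferase reporter signal by more than about 70% of percent inhibition, limit read from the data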;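 further: 0% = tunicamycin plus vehicle and 100% = wells without tunicamycin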
TRPML3 agonist: agonists of human TRPML3 channel; HEK293 TRPML3-YFP, Fluo-8 calcium fluorescence; 100% = the carbachol control signal; activation, % at 3 µM; 0.29% of 220,000 active; AID 1448;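 active means activation above its plate's cutoff, the mean activation of the plate's test wells plus 3 SD, cut at about 12% in these data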;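 further: 0% = DMSO only wells and 100% = carbachol wells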
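Test system: HEK293 cells stably carrying human TRPML3-YFP; Doses: single dose, 3 µM final nominal compound, 0.3% DMSO final; Schedule: dye loading 1 h 37 °C then 30 min ambient, 125 s read; Technique: Fluo-8 calcium fluorescence; Benchmarks: high control carbachol 87 µM, low control DMSO.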
* = called active by the depositor; . = no result given. An unsorted share of the library. About 6.8% of those tested had a hit in this group.

Values run as follows: TRPN1 ag | Wee1 degr inh | TNF death inh | PPC-1+TRAIL kill | BaF3 parental | Ba/F3 V617F tox | TRPML3 agonist | CHOP inhibitor | RBBP9 inhibitor
O=C(CSc1nnc2ccccn12)NCCN1C(=O)CSC1=O
    -0.7 | -4 | 0.3 | 12 | 2 | -2 | 0.3 | 11 | -11
Cc1cnc(NC(=O)CSc2nnc(C)n2N)s1
    1.4 | 0 | 1.2 | 1 | 1 | -1 | 1.0 | 4 | -4
Cc1ccc(NC(=O)Nc2c(C)n(C)n(-c3ccccc3)c2=O)cc1C
    -1.2 | -2 | -0.1 | 3 | 4 | 1 | -1.1 | 10 | -1
CCCCCCC(=O)N1CCC(c2nc3c(nnn3Cc3ccccc3Cl)c(=O)[nH]2)CC1
    -0.8 | 0 | -2.5 | 9 | 2 | 2 | -0.4 | 34 | -6
COC(=O)N=Nc1c(O)[nH]c2ccc(Br)cc12
    -1.6 | 1 | -8.0 | -10 | -10 | 0 | -0.1 | 7 | 2
CC(C)CCNC(=O)NC(=O)COC(=O)c1cc(S(=O)(=O)N2CCOCC2)ccc1N1CCCCC1
    -0.1 | 0 | 2.3 | -5 | 11 | 4 | 0.3 | 5 | 0
COc1cc(C(=O)OCC(=O)Nc2ccc(F)cc2F)cc(OC)c1OC
    0.2 | 0 | -0.6 | -2 | 7 | 2 | 0.3 | -2 | -6
Cc1ccc2c(c1)-c1c(cnn1CC(=O)N(Cc1ccco1)C1CCCCC1)CO2
    -1.4 | 0 | -0.6 | -15 | 4 | -2 | 1.0 | 54 | -4
Cc1c(NC(=O)OCCNC(=O)COc2c(Cl)cccc2Cl)sc(=S)n1C
    -0.9 | 0 | -3.0 | 2 | 2 | -3 | 0.1 | 9 | 0
O=C(OCc1ccccc1)c1cccc(-c2nnc(-c3ccccc3)o2)c1
    0.7 | 0 | -2.9 | -8 | 1 | -2 | 0.5 | 28 | -4
CCN(CC)S(=O)(=O)c1cccc(NC(=O)COC(=O)/C=C/c2cccs2)c1
    1.9 | -2 | -0.4 | 13 | 0 | 1 | 0.5 | -8 | -14
CC(=O)Nc1ccc(C(=O)OCC(=O)Nc2c(F)cccc2F)cc1
    0.8 | 0 | 1.4 | 5 | 2 | 3 | 0.6 | -5 | -13
CCCS(=O)(=O)N1CCC(C(=O)NCc2cccnc2)CC1
    0.4 | 0 | 0.9 | 11 | 1 | -4 | 0.4 | -11 | 5
CCOc1ccc(CNn2nnnc2N)cc1
    -0.1 | 5 | -1.3 | 8 | 6 | -1 | 1.6 | 28 | -4
COc1cccc(OC)c1OCCNCCO
    2.9 | -3 | 0.1 | -1 | 3 | -1 | 0.3 | -22 | -2
O=C(Nc1ccc2c(c1)OCCO2)C1CCCN(S(=O)(=O)c2cccc3nsnc23)C1 (centres undefined)
    -0.3 | -2 | -2.7 | 24 | 2 | -2 | 0.4 | -16 | -4
NNC(=O)c1ccccc1OCc1ccccc1
    -1.9 | 1 | 1.0 | -12 | -5 | -2 | -0.7 | -2 | -5
O=C(CSc1nccn1-c1ccccc1)c1ccc(Cl)cc1
    -2.4 | -1 | -1.5 | 21 | 4 | -1 | -1.7 | 9 | -6
O=C(c1ccc(F)cc1)c1ccc(CN2C(=O)c3ccccc3C2=O)o1
    -1.0 | -1 | 0.3 | 16 | 4 | 1 | -0.1 | 11 | -5
COc1ccc(NS(=O)(=O)c2cc(C(=O)O)ccc2C)cc1
    0.4 | -3 | -0.4 | 8 | 6 | -2 | 0.3 | 14 | -9
Oc1ccc(/C=C/c2nc(-c3ccccc3O)n(-c3ccccc3)n2)cc1
    -0.7 | -2 | -11 | 27 | 6 | -2 | -1.5 | 90* | -8
O=C(CCCOc1ccccc1)Nc1ccc(S(=O)(=O)Nc2ccccn2)cc1
    1.0 | 3 | 1.3 | 30 | -3 | -5 | -0.1 | 21 | 0
CCn1c(CCNC(=O)c2cccs2)nnc1SCC(=O)NC1CCCCC1
    0.7 | 0 | -0.2 | -2 | 2 | 6 | -0.1 | 13 | -7
O=C(NCc1ccccc1)N1CCC(CO)(CCc2ccccc2)CC1
    3.7 | 2 | -0.6 | -5 | 3 | 4 | 0.5 | 59 | -8
COc1cc(-c2csc(CCn3nc(C)cc3C)n2)cc(OC)c1OC
    -0.8 | -1 | 0.6 | 7 | 6 | 0 | 0.2 | 26 | -9
COc1cccc(C2CC(c3ccccc3Cl)Nc3ncnn32)c1 (centres undefined)
    -0.4 | -1 | -2.3 | . | 0 | -4 | 0.1 | . | -11
COc1ccc(-c2nc(-c3cccnc3)no2)cc1
    2.6 | 0 | -1.1 | 24 | 5 | -1 | 0.7 | -24 | -2
CC(C)CNC(=O)CC(NCC(C)C)C(=O)O (centres undefined)
    1.9 | -1 | -0.1 | 26 | 8 | 6 | 0.8 | 10 | -5
c1ccc(N2CCN(Cc3ccnc4ccccc34)CC2)cc1
    3.2 | 1 | -6.2 | 23 | 6 | 0 | 0.2 | 59 | -12
N#Cc1c(SCc2nc3ccccc3[nH]2)nc2c(c1C(F)(F)F)CCC2
    0.4 | 0 | 0.2 | . | 5 | 0 | -0.7 | . | -5
COc1ccc(-c2cc(C(F)(F)F)nc(SCC(=O)N3CCOCC3)n2)cc1OC
    0.7 | 1 | 0.6 | 23 | 5 | -2 | 0.9 | -1 | -3
CCC(c1nnc(SCC(=O)Nc2nnc(-c3ccccc3)o2)n1Cc1ccccc1)N(C)C (centres undefined)
    0.2 | 0 | 0.0 | 13 | 2 | 3 | 0.4 | 0 | -6
Fc1ccc(-c2ccc(/C=N\n3cnnc3)o2)cc1Cl
    2.8 | -3 | 1.1 | 4 | 7 | 1 | 1.0 | 22 | 1
O=C(O)c1ccc(N2C(=O)c3cccnc3C2=O)cc1
    1.6 | 5 | 0.7 | -1 | -1 | -2 | 0.5 | -3 | 0
COCCNC(=O)CSc1nc2sc(C)c(C)c2c(=O)n1-c1ccccc1
    0.5 | -1 | 1.0 | 32 | -6 | 0 | -0.6 | -12 | -2
COc1ccc(N2C(=O)CC(Nc3ccc(F)cc3)C2=O)c([N+](=O)[O-])c1 (centres undefined)
    1.6 | -4 | -0.5 | 13 | 8 | 2 | 1.0 | -16 | -9
O=C(NCc1cccnc1)c1ccc(COc2ccccc2Br)cc1
    7.0 | -1 | -5.5 | 15 | 5 | 2 | 2.1 | 44 | -2
CC(C)N(CC(N)=O)C(=O)c1sc2cc(F)ccc2c1Cl
    -1.6 | 2 | 0.9 | 38 | 9 | 0 | 1.3 | -4 | 4
CCc1nnc(NS(=O)(=O)c2ccc(NC(=O)c3cccc(Cl)c3)cc2)s1
    0.9 | -1 | 0.8 | -2 | 7 | 2 | 0.3 | 10 | -7
Cc1cc(NC(=O)Nc2ccc(Cl)c(Cl)c2)n(-c2ccccc2)n1
    6.5 | -1 | 7.0 | 11 | -3 | 5 | 2.3 | 15 | -8
Clc1ccc(-c2csc(N/N=C/c3ccco3)n2)cc1
    -0.4 | -2 | -2.5 | 7 | -1 | -7 | 0.0 | 19 | -3
COc1cc(C(=O)N2CCN(c3cc(Cl)ccc3Cl)CC2)cc(OC)c1OC
    0.3 | 8 | -11 | 6 | 63* | 65* | 0.4 | . | 5
O=C(Nc1ccccc1F)c1ccc(-n2cncn2)nc1
    2.3 | 3 | -3.0 | 14 | 11 | 7 | 0.4 | -9 | -1
O=C(NCc1cccs1)c1ccccc1
    0.8 | -1 | 4.4 | -11 | 4 | 1 | 1.1 | 15 | 11
COc1ccc(CCCNC(=O)CC#N)cc1OC
    0.9 | -3 | -0.5 | -14 | 7 | 1 | 0.6 | 21 | -10
COc1ccc(/C=C/C(=O)NC(=S)NCc2ccccc2)cc1OC
    1.6 | -3 | -0.9 | -5 | 3 | 2 | 0.3 | -15 | -13
CCOc1ccccc1C(=O)NCC(=O)OCC(=O)c1ccc2c(c1)OCCO2
    1.9 | -1 | 0.1 | -1 | 5 | -3 | -0.2 | -3 | 1
N#CC(C(=O)C12CC3CC(CC(C3)C1)C2)c1nc2ccccc2[nH]1 (centres undefined)
    0.5 | 0 | -3.3 | 8 | 5 | 1 | 1.2 | 57 | -7
Cn1c(SCC(=O)NC(C)(C)C)nnc1-c1cccc(NC(=O)c2ccccc2F)c1
    -0.5 | 0 | 0.8 | 5 | 6 | 0 | -0.4 | 28 | -1
CCN(CC)C1CC(=O)N(c2cccc(C)c2)C1=O (centres undefined)
    2.1 | 10.0* | 0.5 | -7 | 6 | 0 | 0.5 | 11 | 1
O=C(CC(=O)Nc1ccc(Cl)c(Cl)c1)N/N=C/c1ccc(O)cc1
    0.1 | -3 | 2.4 | 40 | 2 | -4 | 0.2 | 23 | -6
Cc1cc(NS(=O)(=O)c2ccc(NC(=O)CSc3nc4sc(C(=O)O)c(C)c4c(=O)[nH]3)cc2)no1
    -0.5 | -3 | -0.7 | -2 | 9 | 3 | 1.4 | -2 | 5
O=C(Nn1c(O)c(C=C2N=c3ccccc3=N2)sc1=S)c1cccc(Cl)c1
    0.5 | 4 | -12 | 10 | 2 | 3 | 0.5 | 10 | -4

Screening data (PubChem BioAssay)
